# Compound activity: PubChem BioAssay, National Center for Advancing Translational Sciences (NCATS)
# BRCT inh green: BRCA1 BRCT-phosphoprotein interaction inhibition. BRCA1 BRCT-phosphopeptide binding, green fluorescence polarization. Potency, µM (series often up to 76.9 µM), for inactives: top-dose activity change, negative = inhibition, usual class: inhibitors. P38398. 75,000 tested, 0.05% active;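 also: potency is read from the fitted curve at half-maximal effect; plate controls were peptide without protein for full effect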
#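 Compounds were incubated for 12 min at room temperature with a complex of 100 nM fluorescein-tagged pBACH1 decapeptide and 250 nM His-tagged BRCT protein. Buffer was phosphate pH 7.3 with EDTA, DTT and Tween 20. Disruption of binding lowers the polarization signal.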
# 4MU fluor: compounds fluorescent in 4-MU spectral region. compound autofluorescence, 340/450 nm, 4-MU equivalents; stronger effect = higher value. max dye-equivalent concentration, M. 59,000 tested, 11% active; in the data active = max dye-equivalent concentration above about 10 nM; inconclusive = mostly about 1.1 nM to 9.6 nM
#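 Compounds in 100 mM Tris, pH 8.0, incubated 15 min at room temperature, then fluorescence read at 340 nm excitation/450 nm emission. Signal converted to 4-MU dye-equivalent concentration using an on-plate six-point 4-MU standard curve.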
# HEK293 cAMP cs: raises cAMP in parental HEK293 cells, TSHR agonist counter-screen | AID 938 | parental HEK293 CNG cAMP sensor, membrane potential fluorescence | Potency, µM (series often up to 57.1 µM), inactives show top-dose activation, hits mostly activators | 73,000 tested, 2.5% active; also: potency is read from the fitted curve at half-maximal effect; % of control where 0% means no effect; nearly all actives have a fitted effect of over 55% in size
#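 Parental HEK 293 cells stably expressing a modified CNG channel (no TSHR) report cAMP rise as membrane depolarization. Membrane potential dye with 100 uM RO 20-1724 was loaded for 60 min at room temperature, then compound added for 30 min; fluorescence read at 590 nm.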
# Ub-GFP proteasome: inhibits proteasome, raising ubiquitin-GFP reporter fluorescence; Ubiquitin-GFP reporter cells, proteasome inhibition, GFP fluorescence; response scale: untreated = 0%, 10 µM MG-132 = 100%; Potency, µM (doses to about 45.9 µM), without a hit: top-dose activation (GFP accumulation), usual class: activators; 67,000 tested, under 10 active; AID 526; active = well fitted activation curve with a large enough effect, not every such curve was filed as active; inconclusive = small, poorly fitted or top-dose-only effect, or another doubt; inactive = no such curve, though single readings can be large or run the other way; also: potency is read from the fitted curve at half-maximal effect
#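 Proteasome block read as GFP accumulation: ubiquitin(G76V)-GFP U2OS cells exposed to compound (2.9 nM–46 uM) for 4 hr at 37 C. Normalization used untreated cells as 0% and 10 uM MG-132 as 100%; concentration-response curves fitted.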
# Fluorescein fluor: fluorescein region autofluorescence; AID 593; max fluorescein-equivalent concentration, M; 59,000 tested, 0.91% active; Compound autofluorescence, 480/540 nm, fluorescein-equivalent; stronger effect = higher value; in the data active = max fluorescein-equivalent concentration above about 10 nM; inconclusive = between about 1.1 nM and that limit
#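 Autofluorescence profiling; 100 mM Tris, pH 8.0; incubation 15 min at RT; ex/em 480/540 nm; result as fluorescein-equivalent concentration.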
# USP2a inhib: blocks human ubiquitin-specific protease USP2a; O75604; USP2a enzymatic assay, qHTS inhibition; Potency, µM (titrated, usually from 38.3 µM), inactives show top-dose activity change, negative = inhibition, actives largely listed as inhibitors; 60,000 tested, 0.1% active; AID 927;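 also: potency is read from the fitted curve at half-maximal effect; nearly all actives have a fitted effect of over 60% in size; plate controls were DMSO for no effect and NEM full inhibition control for full effect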
#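 20 nM USP2 core + cpd, 30 min RT; add 20 nM Ub-PLA2/20 uM NBD C6-HPC; read Ex460/Em535 at 0 h and 2.5 h. Normalized to NEM; qHTS curve fit/classification.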
# BRCT inh red: BRCT-phosphoprotein interaction inhibition (red fluorophore). Potency, µM (top dose mostly 76.9 µM), without a hit: at the top dose activity change, negative = inhibition, hits mostly inhibitors. AID 892. 75,000 tested, 0.03% active. P38398. BRCT-phosphopeptide binding, red fluorescence polarization; also: % is scaled to controls: 0 for no effect and ±100 for the full control effect
#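 Rhodamine-labelled pBACH1 10-mer (100 nM) bound to BRCT domain (100 nM) at pH 7.3; compounds incubated 12 min room temperature, polarization read. Free peptide defines full inhibition; unlabelled decapeptide titrated as control.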
# Caspase-7 inhib: caspase-7 (human) inhibition, allosteric or competitive; recombinant caspase-7, Ac-DEVD-AFC fluorescence rate; Potency, µM (titrated, usually from 57.5 µM), for inactives: at the highest dose activity change, negative = inhibition, hits mostly inhibitors; 75,000 tested, 0.02% active; active = well fitted inhibition curve with a large enough effect in the main read-out, with a control signal flat, not every such curve was filed as active; inconclusive = small, poorly fitted or top-dose-only effect, or a change in a side signal; also: potency is read from the fitted curve at half-maximal effect; % of control where 0% means no effect
# A350 autofl: compounds fluorescent in Alexa 350 spectral region; 59,000 tested, 11% active; AID 590; max dye-equivalent concentration, M; Compound autofluorescence, 340/450 nm, Alexa 350 dye-equivalents; stronger effect = higher value; in the data active = max dye-equivalent concentration above about 10 nM; inconclusive = mostly about 1.1 nM to 9.6 nM
# Caspase-1 inhib: allosteric or competitive inhibitors of human caspase-1 | AID 900 | 75,000 tested, 0.03% active | P29466 | Potency, µM (series often up to 57.5 µM), for the others: at the highest dose activity change, negative = inhibition, hits mostly inhibitors | Caspase-1 enzyme, Ac-WEHD-AFC fluorogenic rate;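 also: potency is read from the fitted curve at half-maximal effect; plate controls were vehicle for no effect and no substrate for full effect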
# Epigenetic mod: derepresses silenced GFP locus in mouse C127i cells. mouse C127i GFP locus derepression, cytometry, 30 h. Potency, µM (doses to about 46.1 µM), without a hit: at the top dose GFP derepression (activation). 68,000 tested, 0.09% active. AID 597; also: % of control where 0% means no effect
#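 Derepression screen: silenced CMV-GFP reporter in murine C127i cells, 30 h compound incubation at 37 C, washed cells imaged by laser-scanning cytometer to enumerate GFP-expressing objects of 20 to 120 um.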
# * = called active by the depositor; i = inactive; u = inconclusive; x = not tested or not shown; [ ] = dose if it differs, or a comment. Unless noted, calls follow the shape of the dose curve; as a rule, active = well fitted curve in the direction sought with a large enough effect; inconclusive = small, poorly fitted or top-dose-only effect, or another doubt; inactive = no such curve, though single readings can be large; an effect the other way counts as inactive or inconclusive.
SMILES,BRCT inh green,4MU fluor,HEK293 cAMP cs,Ub-GFP proteasome,Fluorescein fluor,USP2a inhib,BRCT inh red,Caspase-7 inhib,A350 autofl,Caspase-1 inhib,Epigenetic mod
COC(=O)NC(/C(C(=O)OC)=C(\C)NCc1ccccc1)c1cccc(C)c1 (stereo not drawn),-3.5%[15.4 µM],x,2.0%[11.4 µM],x,x,x,2.1%[15.4 µM],-0.8%[11.5 µM],x,-1.2%[11.5 µM],x
CCc1nnc(NC(=O)CSc2nnc(CNc3ccc(F)cc3)n2C2CCCCC2)s1,0.2%,i,7.8%,-3.9%,i,8.9%,-1.2%,1.3%,i,-5.3%,-1.3%
Cc1ccc(NC(=O)c2ccc(S(=O)(=O)NCC3CCCO3)cc2)cc1 (stereo not drawn),-2.5%,i,11.9%,-6.0%,i,-10.7%,0.4%,x,i,-0.4%,-1.4%
Clc1ccc(Cn2ncc3c(N4CCCCC4)ncnc32)cc1,3.0%,i,-16.4%,-4.4%,i,1.6%,-1.2%,-1.1%,i,-1.4%,-2.7%
O=C(CCn1nc(-c2ccc(Cl)cc2)ccc1=O)NCCCN1CCCCCC1,0.1%,i,2.5%,13.5%,u,30.5%[activator],-0.1%,-1.4%,i,-2.0%,0.0%
CCOC(=O)N1CCC(NC(=O)c2cc(C(=O)NC3CCCC3)ccc2CO)CC1,0.3%,x,2.0%,-0.2%,x,x,-2.6%,-2.8%,x,0.3%,-1.6%
CCOc1cc(C2C(C(=O)N3CCCCC3)=C(C)NC3=C2C(=O)CC(C)(C)C3)ccc1O (stereo not drawn),0.1%,9.39e-08M*,13.6%,-2.0%,i,3.7%,-1.1%,-3.6%,1.18e-07M*,-1.1%,-1.5%
COc1ccc2[nH]c3ccc(OC)cc3c2c1,-2.9%,1.95e-07M*,-53.2%[inhibitor],-0.7%,i,-4.6%,-1.0%,0.3%,1.49e-07M*,1.0%,-3.2%
COC(=O)CSC1=C(C#N)C(c2ccccc2)CC(=O)N1 (stereo not drawn),-0.1%,i,4.7%,-3.3%,i,-3.5%,-1.8%,-1.3%,i,1.5%,0.0%
CC(c1ccccc1)C(CC(=O)O)C(=O)NC1CCCCC1 (stereo not drawn),-1.2%,x,4.6%,-10.8%,x,x,-1.3%,-1.5%,x,-5.7%,x
O=C(Nc1ccc(N2C(=O)C3C4C=CC(C4)C3C2=O)cc1)Nc1nncs1 (stereo not drawn),-0.5%,x,0.1%,5.2%,x,x,0.8%,2.5%,x,-0.5%,x
CCN1CCN(c2ccc(NC(=O)COc3ccccc3Cl)cc2)CC1,0.2%,i,-24.1%,8.7%,u,6.6%,0.4%,-1.0%,i,-3.3%,-1.7%
Cc1csc(NC(=O)CCC(=O)N(CC(=O)NC2CCCC2)Cc2ccco2)n1,0.8%,i,18.5%,-2.6%,i,5.1%,-0.4%,1.4%,i,1.0%,-1.3%
CCOC(=O)CSc1ccc2nnc(-c3ccncc3)n2n1,-0.5%,x,6.3%,4.2%,x,x,-1.7%,-7.3%,x,-2.0%,x
CC(=O)c1cccc(NC(=O)NC(C)c2ccncc2)c1 (stereo not drawn),-2.8%,i,u,0.3%,i,-5.6%,-3.0%,-3.4%,u,-12.0%,6.5%
COc1cc(C2C(C#N)=C(N)OC3=C2C(=O)CCC3)ccc1OC(=O)N1CCOCC1 (stereo not drawn),0.9%,i,4.7%,2.9%,i,2.9%,0.1%,0.0%,i,-0.1%,0.0%
Cc1cc(C(=O)Nc2sc(C)c(C)c2C#N)no1,1.4%,i,u,4.1%,u,2.8%,-0.3%,-2.8%,i,-2.2%,3.4%
CC1(C)Cc2cccc(OCC(=O)N3CCN(S(=O)(=O)c4ccccc4)CC3)c2O1,4.6%,u,-5.8%,-1.9%,i,15.4%,0.1%,-0.8%,u,-0.9%,1.0%
[N-]=[N+]=NC[C@@H]1O[C@@H](n2cnc3c(N)ncnc32)[C@@H]2O[C@@H]21,1.5%[15.4 µM],i,13.6%[11.4 µM],0.0%[9.17 µM],u,x,-1.3%[15.4 µM],2.9%[11.5 µM],i,-2.1%[11.5 µM],0.0%[9.22 µM]
O=C(O)c1c2c(nc3ccc(S(=O)(=O)N4CCC(C(=O)N5CCCCC5)CC4)cc13)CCCC2,-0.4%,x,1.0%,12.5%,x,x,-1.5%,-15.6%,x,-8.7%,-4.2%
Cc1cc(C)nc(SCc2nnc(SCC(=O)Nc3ccc(C)c(C)c3)o2)n1,1.5%,i,19.1%,2.3%,u,7.5%,-0.7%,-0.1%,i,0.7%,0.0%
Cc1ccccc1C1CC(c2ccccc2)Nc2ncnn21 (stereo not drawn),-0.4%,x,u,-11.9%,x,x,-1.1%,-0.4%,x,-2.2%,x
CCOc1ccc(N2C(=O)c3cccnc3C2=O)cc1,-0.5%,i,-1.0%,6.2%,i,1.1%,0.8%,-0.2%,i,0.6%,-2.6%
O=C(COC(=O)c1n[nH]c2ccccc12)NC(=O)NC1CCCCC1,0.4%,i,3.1%,-0.6%,u,31.4%[activator],0.9%,-21.8%,i,-0.3%,-1.2%
O=C(Cn1c(=O)sc2ccccc21)NCCOc1ccccc1F,1.1%,i,5.2%,12.4%,i,-0.7%,-0.2%,2.3%,i,1.0%,0.7%
O=C1CCCc2c1[nH]c1c(Br)cccc21,2.8%,x,18.9%,3.1%,x,2.0%,1.4%,-1.8%,x,0.1%,0.0%
COc1ccccc1CNC(=O)COC(=O)c1cnccn1,-6.7%,i,-1.1%,2.0%,u,4.5%,-0.1%,0.3%[0.00368 µM],i,1.0%,-3.6%
Cc1cc(C)cc(C(=N)c2ccccc2Cc2cccc3ccccc23)c1,-1.0%[15.4 µM],i,2.1%[11.4 µM],10.2%[9.17 µM],i,x,1.1%[15.4 µM],-3.6%[11.5 µM],i,-1.0%[11.5 µM],-3.1%[9.22 µM]
O=C(O)CCN1C(=O)CC2(CCCCC2)C1=O,-2.3%,i,0.3%,2.4%,i,-1.8%,0.5%,0.9%,i,0.9%,1.2%
C=CCSc1nc2c(c(=O)[nH]c(=O)n2C)n1C(C)C,1.0%,i,1.9%,-2.5%,i,-3.4%,-0.3%,0.0%,i,1.8%,0.0%
COC(=O)c1cc(/C=C/c2ccccc2)on1,-0.3%,i,-2.4%,-4.9%,u,-3.6%,-0.3%,-2.5%,u,0.4%,-2.2%
CCCc1nc2oc3cc(OC)ccc3c(=O)c2c(=O)n1Cc1ccco1,3.3%,i,18.6%,16.7%,i,38.0%[activator],-2.1%,-21.7%,i,-6.3%,0.0%
CCN(CC)CCNC(=O)CCCCn1c(=S)[nH]c2c([nH]c3ccc(OC)cc32)c1=O,-7.6%,2.75e-08M*,-5.7%,-6.6%,u,41.4%[activator],1.5%,0.7%,3.04e-08M*,0.8%,2.9%
O=C(CN1CCN(C(=O)c2ccco2)CC1)Nc1ccc(Cl)c(C(F)(F)F)c1,2.2%,i,20.1%,-5.2%,i,14.5%,0.1%,-1.0%,i,-3.2%,0.0%
CCCNC(=O)C1CCN(S(=O)(=O)c2ccc(Br)cc2)CC1,-2.4%,i,5.6%,-2.5%,u,3.1%,1.3%,-2.2%,i,-1.4%,-2.7%
Cc1c(-c2ccc(O)cc2)nn(-c2ccc(O)cc2)c1-c1ccc(OCCN2CCCCC2)cc1,-3.5%,x,-48.4%[inhibitor],-3.1%,x,x,0.3%,3.0%,x,-0.1%,-1.4%
CCc1cc(=O)oc2cc(OCC(=O)O)c(Cl)cc12,-2.6%,u,0.6%,2.2%,i,-1.2%,-2.6%,1.0%,1.09e-08M*,-0.5%,-3.2%
COc1cc(CO)cc(Br)c1OCc1cccnc1,-0.4%,u,-3.5%,1.8%,i,-7.3%,-0.7%,-0.1%,u,-2.6%,2.1%
O=C(NCCCN1CCOCC1)c1ccc(CS(=O)(=O)c2ccc(Br)cc2)o1,-3.5%,x,-0.6%,3.7%,x,x,0.9%,0.1%,x,-2.6%,x
COC(=O)c1ccc(Oc2cc(C)nc(-n3nc(C)cc3C)n2)cc1,-0.2%,i,15.8µM*,x,u,-17.1%,-3.2%,-0.9%,u,-1.6%,-0.5%

# One compound at a time, as listed above. Screens in order: BRCT inh green	4MU fluor	HEK293 cAMP cs	Ub-GFP proteasome	Fluorescein fluor	USP2a inhib	BRCT inh red	Caspase-7 inhib	A350 autofl	Caspase-1 inhib	Epigenetic mod
# `CCCNC(=O)C1CCN(S(=O)(=O)c2ccc(Br)cc2)CC1` is listed with -2.4%	i	5.6%	-2.5%	u	3.1%	1.3%	-2.2%	i	-1.4%	-2.7%
# `CCN(CC)CCNC(=O)CCCCn1c(=S)[nH]c2c([nH]c3ccc(OC)cc32)c1=O` is listed with -7.6%	2.75e-08M*	-5.7%	-6.6%	u	41.4%[activator]	1.5%	0.7%	3.04e-08M*	0.8%	2.9%

# Some of the compounds tested. The share of hits here may be higher or lower than overall.
